TRPV1 agonist = HTS Assay for Compounds that Act as Agonists of the Vanilloid Receptor 1; Transient receptor potential cation channel subfamily V member 1 (Homo sapiens), Q8NER1; TRPV1-expressing cells, Fluo-8 calcium influx, agonist mode; activation, % at 8.33 µM; hit rate 0.19% among 320,000; AID 540275, 2011; in the data active means activation above about 80%; inconclusive means between about 30% and that limit; further: 0% is about no effect
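Fluo-8 calcium influx in TRPV1-expressing cells, kinetic read (ex 480/em 520 nm). Compound added and read 3 min for agonist activity, followed by capsaicin at EC20 final and 2 min further read for enhancement.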
B2AR arrestin = qHTS assay of beta-arrestin-biased ligands of beta2-adrenergic receptor | Beta-2 adrenergic receptor (Homo sapiens), P07550 | beta-arrestin recruitment to beta2AR, cell-based reporter | Potency, µM (top dose mostly 46.1 µM), for the others: at the top dose activation, hits mostly activators | hit rate 0.02% among 330,000 | AID 492947, 2010;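 further: potency means the concentration at half of the fitted maximal effect; 0% = DMSO controls and full agonism = EC100 isoproterenol or metaproterenol; nearly all actives have a fitted effect of over 65% in size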
Target sequence (P07550 whole entry, looked up): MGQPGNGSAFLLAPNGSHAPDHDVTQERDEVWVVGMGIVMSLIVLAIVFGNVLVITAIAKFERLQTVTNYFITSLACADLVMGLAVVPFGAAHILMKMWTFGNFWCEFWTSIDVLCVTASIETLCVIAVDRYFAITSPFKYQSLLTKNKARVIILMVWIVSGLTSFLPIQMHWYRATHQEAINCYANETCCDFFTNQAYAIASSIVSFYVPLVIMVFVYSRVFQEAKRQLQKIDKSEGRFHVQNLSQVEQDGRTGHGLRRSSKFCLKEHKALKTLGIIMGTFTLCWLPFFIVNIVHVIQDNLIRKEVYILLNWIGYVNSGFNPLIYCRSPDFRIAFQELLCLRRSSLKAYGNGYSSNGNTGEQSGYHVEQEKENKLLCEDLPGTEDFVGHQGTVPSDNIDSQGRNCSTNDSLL
MLL CXXC-DNA inh = qHTS Fluorescence Polarization Assay for Inhibitors of MLL CXXC domain - DNA interaction; Histone-lysine N-methyltransferase 2A (Homo sapiens), Q03164; MLL-CXXC / FITC-HOXA9 DNA fluorescence polarization; Potency, µM (doses to about 115 µM), without a hit: at the top dose activity change, negative = inhibition, most hits filed as inhibitors; hit rate 0.037% among 290,000; AID 2662, 2010; active means well fitted inhibition curve with a large enough effect in the polarisation, with a control signal flat, not every such curve was filed as active; inconclusive means small, poorly fitted or top-dose-only effect, or effect the other way, or a change in a side signal; inactive means no such curve, though single readings can be large or run the other way; the % refers to the polarisation; further: potency means the concentration at half of the fitted maximal effect
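Steps: dispense CXXC domain solution (7 uM) → pin compounds or unlabeled HOX-A9 DNA control → 5 min ambient → add FLSN-HOX-A9 solution (50 nM) → spin → 30 min ambient → fluorescence polarization. Tris pH 7.5/NaCl/DTT/BSA buffer.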
ELG1 DNA repair = qHTS screen for small molecules that inhibit ELG1-dependent DNA repair in human embryonic kidney (HEK293T) cells expressing luciferase-tagged ELG1; Potency, µM (titrated, usually from 46.1 µM), without a hit: top-dose activity change, negative = inhibition, actives largely listed as inhibitors; AID 504467, 2011; HEK293T ELG1-luciferase reporter, luminescence, 16 h; DNA damage induced by 5-fluorouridine; hit rate 2.3% among 330,000; further: potency means the concentration at half of the fitted maximal effect; on the % scale 0 is the no-effect control and ±100 the full control effect; nearly all actives have a fitted effect of over 55% in size
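Quantitative HTS, concentration-response format. 2,000 cells/well co-treated with 5-fluorouridine and compound, 16 hr in 5% CO2 at 37 °C; ONE-Glo luminescence read after 30 min.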
BRCA1 expr act = qHTS Assay to Identify Small Molecule Activators of BRCA1 Expression; MCF7-BRCA1-FFLuc reporter, luminescence, 48 h; response scale: scaled: vehicle 0%, 10 µM genistein 100%; Potency, µM (series often up to 46.1 µM), inactives show at the top dose activation, usual class: activators; hit rate 1.1% among 380,000; further: potency means the concentration at half of the fitted maximal effect; nearly all actives have a fitted effect of over 80% in size; some results filed as inactive show a strong effect at the top dose
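Activators of BRCA1 expression were detected as increased firefly luciferase luminescence in engineered MCF7 cells after 48 h compound incubation. Signals were scaled to genistein 10 microM as full activation.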
TSG101-PTAP inh = qHTS Assay for Iinhibitors of HIV-1 Budding by Blocking the Interaction of PTAP/TSG101. Tumor susceptibility gene 101 protein (Homo sapiens), Q99816. Fluorescence polarization, FITC-PTAP peptide / Tsg101 binding. Potency, µM (titrated, usually from 115 µM), for inactives: at the top dose activity change, negative = inhibition, actives largely listed as inhibitors. 340,000 tested, under 10 active. AID 493005, 2010; active means well fitted inhibition curve with a large enough effect in the main read-out, with a control signal flat, not every such curve was filed as active; inconclusive means small, poorly fitted or top-dose-only effect, or effect the other way, or a change in a side signal; inactive means no such curve, though single readings can be large or run the other way; further: potency means the concentration at half of the fitted maximal effect; % of control where 0% means no effect
Target sequence (Q99816 whole entry, looked up): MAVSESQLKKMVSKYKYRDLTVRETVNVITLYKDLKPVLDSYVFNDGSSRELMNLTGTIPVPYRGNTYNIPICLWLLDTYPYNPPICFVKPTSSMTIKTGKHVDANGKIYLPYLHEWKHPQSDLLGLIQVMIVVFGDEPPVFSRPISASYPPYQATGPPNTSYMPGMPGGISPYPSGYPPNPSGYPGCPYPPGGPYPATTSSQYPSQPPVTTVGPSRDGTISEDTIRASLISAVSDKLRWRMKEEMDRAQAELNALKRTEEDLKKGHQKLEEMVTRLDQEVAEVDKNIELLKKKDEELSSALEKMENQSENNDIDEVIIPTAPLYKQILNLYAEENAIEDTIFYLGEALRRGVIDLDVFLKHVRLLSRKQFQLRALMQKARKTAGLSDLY
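Fluorescence anisotropy tracks displacement of a FITC-tagged PTAP peptide (50 nM) from the Tsg101 binding domain (10 uM), following a 20 min room-temperature incubation at pH 7.5.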
p53 reactivation = qHTS assay for re-activators of p53 using a Luc reporter; H1299 p53-A138V BP100-luciferase reporter, luminescence, 24 h; Potency, µM (doses to about 92.2 µM), for the others: at the highest dose activity change, positive = activation, usual class: activators; hit rate 0.063% among 320,000; further: potency means the concentration at half of the fitted maximal effect; % of control where 0% means no effect; nearly all actives have a fitted effect of over 45% in size
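p53-null H1299 cells stably carrying temperature-sensitive p53-A138V and a BP100-luciferase reporter were pinned with compounds (4-point, 1:5 series) and held 24 hrs at 37 deg C. Luminescence was read 10 min after detection reagent.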
TCR act = Activators of T cell receptors: qHTS campaign; Potency, µM (doses to about 9.22 µM), for the others: at the top dose activation of IL-2 secretion, most hits filed as activators; 330,000 tested, under 10 active; AID 504894, 2011; primary human leukocytes, anti-CD3, IL-2 HTRF, 48 h; further: % of control where 0% means no effect
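IL-2 produced over 48 hr by a-CD3 bead-stimulated primary human leukocytes exposed to compounds was detected with a homogeneous time-resolved FRET immunoassay, 665nm acceptor signal after 320nm excitation.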
AT treatment = qHTS Assay for Identifying a Potential Treatment of Ataxia-Telangiectasia; […] A-T fibroblasts, KAP-1 phosphorylation AlphaLISA; neocarzinostatin DNA damage 30 min before lysis; Potency, µM (series often up to 57.5 µM), for the others: at the top dose activation, usual class: activators; hit rate 0.19% among 320,000; further: potency means the concentration at half of the fitted maximal effect; % of control where 0% means no effect; nearly all actives have a fitted effect of over 45% in size
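ATM-like activity read as KAP-1 phosphorylation via AlphaLISA donor/acceptor antibody pairs after lysis and 6 hr at 25C. Cells were ATM-null patient fibroblasts ([…], hTERT), dosed 60 min, then exposed to the DSB inducer NCS for 30 min.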
Integrin act MD = qHTS for Activators of Integrin-Mediated Alleviation for Muscular Dystrophy | alpha7betagal myoblasts, beta-gal FDG fluorescence, 48 h | Potency, µM (series often up to 38.3 µM), without a hit: at the top dose activation, most hits filed as activators | hit rate 0.064% among 350,000 | AID 624291, 2012;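 further: potency means the concentration at half of the fitted maximal effect; 100% = response of the positive control SU9516; nearly all actives have a fitted effect of over 60% in size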
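alpha7betagal+/- myoblasts (passage 13, 250/well) treated 48 h at 37C with compounds at 1:260 dilution of DMSO stock. Lysed, then beta-galactosidase activity read as FDG fluorescence (ex 480/em 540) after 30 min, with pre-read for autofluorescence.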
Active calls of the source: *; [ ] = remark or other dose. Unless noted, the call rests on the fitted dose curve; in most records, active means well fitted curve in the direction sought with a large enough effect; inconclusive means small, poorly fitted or top-dose-only effect, or another doubt; inactive means no such curve, though single readings can be large; an effect the other way counts as inactive or inconclusive. Some of the compounds tested; rates above refer to the full screens.

Screening CC(C)CCn1c(=O)c(C(=O)NCc2ccc3c(c2)OCO3)c(O)c2ccccc21 returned TRPV1 agonist -1.9, B2AR arrestin -0.1%, MLL CXXC-DNA inh -3.1%, ELG1 DNA repair 6.8%, BRCA1 expr act -53.2%, TSG101-PTAP inh -1.6%, p53 reactivation 8.3%, TCR act 1.5%, AT treatment 16.3% and Integrin act MD 0.0%.
Screening O=C(CCc1nnc2ccc(NCc3ccc(F)cc3)nn12)N1CCC2(CC1)OCCO2 returned TRPV1 agonist -2.9, B2AR arrestin 0.0%, MLL CXXC-DNA inh 17.7%, ELG1 DNA repair inconclusive, BRCA1 expr act 1.2%, TSG101-PTAP inh 0.5%, p53 reactivation -17.8%, TCR act -0.2%, AT treatment -7.4% and Integrin act MD -19.1%.
For Cc1cc(/C=C2/C(=O)NC(=O)N(C)C2=O)c(C)n1-c1ccccc1 the results were TRPV1 agonist 2.9, B2AR arrestin 0.7%, MLL CXXC-DNA inh -10.6%, ELG1 DNA repair -10.7%, BRCA1 expr act 18.2%, TSG101-PTAP inh -1.0%, p53 reactivation 1.3%, TCR act 7.3%, AT treatment 1.6% and Integrin act MD -33.7%.
For FC(F)(F)c1ccc(CNCCc2ccc3c(c2)OCO3)cc1 the results were TRPV1 agonist -0.3, B2AR arrestin 0.0%, MLL CXXC-DNA inh -10.1%, ELG1 DNA repair -7.5%, BRCA1 expr act -1.1%, TSG101-PTAP inh -5.1%, p53 reactivation 0.2%, TCR act -1.7%, AT treatment -5.2% and Integrin act MD 1.0%.
`COC(=O)c1ccccc1-n1c(C)nc2ccccc2c1=O` gave TRPV1 agonist 1.2, B2AR arrestin 0.7%, MLL CXXC-DNA inh -3.5%, ELG1 DNA repair 22.9%, BRCA1 expr act 1.4%, TSG101-PTAP inh 0.9%, p53 reactivation 2.3%, TCR act 0.3%[46.1 µM], AT treatment 0.5% and Integrin act MD -1.1%.
`Cc1ccc2c(c1)CC1(CN2C)C(=O)NC(=O)N(c2cccc(C)c2C)C1=O` (stereo unspecified) gave TRPV1 agonist -1.2, B2AR arrestin -0.3%, MLL CXXC-DNA inh -5.1%, ELG1 DNA repair -2.9%, BRCA1 expr act 0.0%, TSG101-PTAP inh -1.1%, p53 reactivation -1.7%, TCR act 0.6%, AT treatment 3.2% and Integrin act MD -15.5%.
Screening CCOP(=O)(OCC)Oc1cc(C)c(N(C)C)c(C)c1 returned TRPV1 agonist inconclusive, B2AR arrestin 0.6%, MLL CXXC-DNA inh 3.2%, ELG1 DNA repair -1.8%, BRCA1 expr act 2.0%, TSG101-PTAP inh 0.9%, p53 reactivation 5.3%, TCR act -1.3%, AT treatment 9.3% and Integrin act MD 24.1%.
For O=C(c1cccnc1)C1CCCN(Cc2nc(-c3cnccn3)no2)C1 (stereo unspecified) the results were TRPV1 agonist 3.7, B2AR arrestin 0.3%, MLL CXXC-DNA inh 4.8%, ELG1 DNA repair 11.4%, BRCA1 expr act 0.3%, TSG101-PTAP inh 2.5%, p53 reactivation -1.5%, TCR act 7.0%, AT treatment inconclusive and Integrin act MD -21.1%.
`Cn1c(O)c(C=Nc2ccc(F)cc2)c(=O)[nH]c1=O` gave TRPV1 agonist -5.5, B2AR arrestin -1.6%, MLL CXXC-DNA inh -8.1%, ELG1 DNA repair 21.1%, BRCA1 expr act -6.8%, TSG101-PTAP inh -2.3%, TCR act 8.1%, AT treatment -1.2% and Integrin act MD 6.3%.
`CC/C(=N\N1CCCCCC1)c1c(O)n(-c2ccc(C)cc2)c(=O)[nH]c1=O` gave TRPV1 agonist -1.2, B2AR arrestin 6.1%, MLL CXXC-DNA inh -0.3%, ELG1 DNA repair -0.7%, BRCA1 expr act -4.8%, TSG101-PTAP inh -2.5%, p53 reactivation 1.3%, TCR act 0.8%[46.1 µM], AT treatment -0.7% and Integrin act MD 23.2%.
Screening CSc1ccc(C(=O)C2CCCN(Cc3cc4ccccc4[nH]3)C2)cc1 (stereo unspecified) returned TRPV1 agonist 17.4, B2AR arrestin -0.3%, MLL CXXC-DNA inh 3.0%, ELG1 DNA repair inconclusive, BRCA1 expr act -74.8%, TSG101-PTAP inh 0.0%, p53 reactivation 0.6%, TCR act -3.7%, AT treatment -2.1% and Integrin act MD -43.8%.
`Oc1ccc(/C=N/NP(=S)(c2ccccc2)c2ccccc2)cc1` gave TRPV1 agonist 2.8, B2AR arrestin -0.4%, MLL CXXC-DNA inh 5.0%, ELG1 DNA repair 8.1%, BRCA1 expr act -0.9%, TSG101-PTAP inh -1.8%, p53 reactivation 7.8%, TCR act 1.7%, AT treatment -2.7% and Integrin act MD -7.6%.
For O=C(Cc1ccccc1)N1CCN(CC2CC3C=CC2C3)CC1 (stereo unspecified) the results were TRPV1 agonist inconclusive, B2AR arrestin 0.0%, MLL CXXC-DNA inh -11.4%, ELG1 DNA repair -0.7%, BRCA1 expr act -3.1%, TSG101-PTAP inh -4.3%, p53 reactivation 2.4%, TCR act -6.9%[46.1 µM], AT treatment 3.9% and Integrin act MD -25.1%.
Screening N#CC(C#N)=Cc1ccc(-c2ccccc2)o1 returned TRPV1 agonist 4.0, B2AR arrestin -0.7%, MLL CXXC-DNA inh inconclusive, ELG1 DNA repair 22.7%, p53 reactivation 0.2%, TCR act 0.9%[46.1 µM] and AT treatment -0.8%.
For COc1ccc(CN2CC3CC(C2)c2cccc(=O)n2C3)cc1OC (stereo unspecified) the results were TRPV1 agonist 1.0, B2AR arrestin -0.3%, MLL CXXC-DNA inh 9.4%, ELG1 DNA repair 10.7%, BRCA1 expr act 3.3%, TSG101-PTAP inh -3.0%, p53 reactivation -16.5%, TCR act -0.9%, AT treatment 3.0% and Integrin act MD 4.4%.
Screening c1cc(CCN2CCCC2)ccn1 returned TRPV1 agonist -2.2, B2AR arrestin 0.6%, MLL CXXC-DNA inh -3.2%, ELG1 DNA repair 12.9%, BRCA1 expr act 9.3%, TSG101-PTAP inh -0.3%, p53 reactivation -1.5%, TCR act 6.1%, AT treatment 8.7% and Integrin act MD 9.7%.
For COC(=O)C1=C(c2ccc(OC)c(OC)c2)C[C@@H]2CC[C@H]1N2C(=O)NCCNC(C)=O the results were TRPV1 agonist -4.0, B2AR arrestin -0.2%, ELG1 DNA repair 24.7%, BRCA1 expr act 3.2%, TSG101-PTAP inh -1.5%, p53 reactivation 3.7%, TCR act -0.7%, AT treatment 0.2% and Integrin act MD 10.7%.
`COC(=O)C1=C(c2c(C)noc2C)C[C@@H]2CC[C@H]1N2C(=O)NC1CCCCC1` gave TRPV1 agonist 6.1, B2AR arrestin -0.1%, ELG1 DNA repair 16.3%, BRCA1 expr act -6.0%, TSG101-PTAP inh 0.8%, p53 reactivation 1.4%, TCR act 0.6%, AT treatment 3.9% and Integrin act MD 2.2%.

Structures shown so far with fluorine:
Screening O=C(CCc1nnc2ccc(NCc3ccc(F)cc3)nn12)N1CCC2(CC1)OCCO2 returned TRPV1 agonist -2.9, B2AR arrestin 0.0%, MLL CXXC-DNA inh 17.7%, ELG1 DNA repair inconclusive, BRCA1 expr act 1.2%, TSG101-PTAP inh 0.5%, p53 reactivation -17.8%, TCR act -0.2%, AT treatment -7.4% and Integrin act MD -19.1%.
For FC(F)(F)c1ccc(CNCCc2ccc3c(c2)OCO3)cc1 the results were TRPV1 agonist -0.3, B2AR arrestin 0.0%, MLL CXXC-DNA inh -10.1%, ELG1 DNA repair -7.5%, BRCA1 expr act -1.1%, TSG101-PTAP inh -5.1%, p53 reactivation 0.2%, TCR act -1.7%, AT treatment -5.2% and Integrin act MD 1.0%.
`Cn1c(O)c(C=Nc2ccc(F)cc2)c(=O)[nH]c1=O` gave TRPV1 agonist -5.5, B2AR arrestin -1.6%, MLL CXXC-DNA inh -8.1%, ELG1 DNA repair 21.1%, BRCA1 expr act -6.8%, TSG101-PTAP inh -2.3%, TCR act 8.1%, AT treatment -1.2% and Integrin act MD 6.3%.
